SNCA expr inh: SNCA gene expression inhibition; HEK-293 SNCA-luciferase knock-in, luminescence, 24 h; Potency, µM (series often up to 57.2 µM), without a hit: at the top dose activity change, negative = inhibition, hits mostly inhibitors; 0.17% of 140,000 active;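 further: potency means the concentration at half of the fitted maximal effect; plate controls were DMSO cells for no effect and cell-free wells for full effect; nearly all actives have a fitted effect of over 45% in size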
HEK293 tox: kills HEK 293 cells; HEK 293 viability, ATP luminescence (CellTiter-Glo), 48-72 h; Potency, µM (doses to about 115 µM), for the others: at the highest dose activity change, negative = cytotoxicity, actives largely listed as inhibitors; 6.6% of 94,000 active; AID 1345083; further: potency means the concentration at half of the fitted maximal effect; nearly all actives have a fitted effect of over 60% in size
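Luminescence from cellular ATP, measured with CellTiter-Glo, indicates HEK 293 viability. Cells plated at 250 cells/well are treated with compound for 48 or 72 hr at 37 degree Celsius before reagent addition.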
NIH3T3 tox: NIH 3T3 cell cytotoxicity. NIH 3T3 viability, CellTiter-Glo ATP luminescence, 48-72 h. AID 1345082. 4.3% of 94,000 active. Potency, µM (titrated, usually from 96.7 µM), for inactives: at the highest dose activity change, negative = cytotoxicity, usual class: inhibitors; further: potency means the concentration at half of the fitted maximal effect; nearly all actives have a fitted effect of over 55% in size
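Viability of NIH 3T3 cells after 48 or 72 hr compound treatment at 37 °C was assessed by CellTiter-Glo, with luminescence imaged following a 10 min room-temperature step.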
GPT2 inh: blocks human glutamate pyruvate transaminase 2 | Potency, µM (top dose mostly 57.7 µM), inactives show at the highest dose activity change, negative = inhibition, usual class: inhibitors | AID 1671188 | Q8TD30 | Recombinant GPT2, coupled pyruvate oxidase/HRP Amplex Red fluorescence | 0.25% of 100,000 active; further: potency means the concentration at half of the fitted maximal effect; nearly all actives have a fitted effect of over 60% in size; many of its hits are not listed in these tables
Target sequence (Q8TD30 whole entry, looked up): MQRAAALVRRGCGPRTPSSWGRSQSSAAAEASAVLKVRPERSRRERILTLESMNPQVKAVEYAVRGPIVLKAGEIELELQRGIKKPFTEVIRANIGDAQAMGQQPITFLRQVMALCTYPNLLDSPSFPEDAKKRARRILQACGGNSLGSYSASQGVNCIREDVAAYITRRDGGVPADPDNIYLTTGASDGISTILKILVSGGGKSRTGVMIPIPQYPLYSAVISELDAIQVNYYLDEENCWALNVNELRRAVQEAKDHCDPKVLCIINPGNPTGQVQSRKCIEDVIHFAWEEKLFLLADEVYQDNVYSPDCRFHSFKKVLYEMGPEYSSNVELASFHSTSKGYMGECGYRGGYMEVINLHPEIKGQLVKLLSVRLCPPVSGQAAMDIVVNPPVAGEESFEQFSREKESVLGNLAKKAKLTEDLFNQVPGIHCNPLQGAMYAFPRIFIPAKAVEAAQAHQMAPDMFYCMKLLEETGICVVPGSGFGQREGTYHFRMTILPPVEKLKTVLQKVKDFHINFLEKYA
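Fluorescence of coupled pyruvate oxidase/HRP/Amplex Red system (50uM Amplex, 30 min, dark) reports pyruvate formed by GPT2. Enzyme reaction: 10ng/uL GPT2, 2mM L-alanine, 250uM a-KG, 30 min room temperature, pH 7.5; 50uM AOA control.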
SNCA viab count: reduces viability of HEK-293 SNCA reporter cells | AID 1671193 | 0.12% of 150,000 active | Potency, µM (top dose mostly 57.1 µM), inactives show at the highest dose activity change, negative = cytotoxicity, most hits filed as cytotoxic | HEK-293-SNCA-luc viability, GF-AFC fluorescence, 24 h;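 further: potency means the concentration at half of the fitted maximal effect; 0% = DMSO-treated cells and -100% = medium-only wells without cells; nearly all actives have a fitted effect of over 30% in size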
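Cytotoxicity counterscreen: after 24 h compound treatment of genome-edited SNCA-luciferase HEK-293 cells, live-cell protease substrate GF-AFC read by fluorescence after 30 min; activity scaled between DMSO (0%) and medium-only (-100%), curves Hill-fitted.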
FLuc inh: inhibitors of firefly (Photinus pyralis) luciferase | P08659 | purified P. pyralis luciferase, luminescence, biochemical | Potency, µM (highest dose often 115 µM), inactives show at the top dose activity change, negative = inhibition, most hits filed as inhibitors | 2.5% of 76,000 active | AID 1347043; further: potency means the concentration at half of the fitted maximal effect; nearly all actives have a fitted effect of over 65% in size
Target sequence (P08659 whole entry, looked up): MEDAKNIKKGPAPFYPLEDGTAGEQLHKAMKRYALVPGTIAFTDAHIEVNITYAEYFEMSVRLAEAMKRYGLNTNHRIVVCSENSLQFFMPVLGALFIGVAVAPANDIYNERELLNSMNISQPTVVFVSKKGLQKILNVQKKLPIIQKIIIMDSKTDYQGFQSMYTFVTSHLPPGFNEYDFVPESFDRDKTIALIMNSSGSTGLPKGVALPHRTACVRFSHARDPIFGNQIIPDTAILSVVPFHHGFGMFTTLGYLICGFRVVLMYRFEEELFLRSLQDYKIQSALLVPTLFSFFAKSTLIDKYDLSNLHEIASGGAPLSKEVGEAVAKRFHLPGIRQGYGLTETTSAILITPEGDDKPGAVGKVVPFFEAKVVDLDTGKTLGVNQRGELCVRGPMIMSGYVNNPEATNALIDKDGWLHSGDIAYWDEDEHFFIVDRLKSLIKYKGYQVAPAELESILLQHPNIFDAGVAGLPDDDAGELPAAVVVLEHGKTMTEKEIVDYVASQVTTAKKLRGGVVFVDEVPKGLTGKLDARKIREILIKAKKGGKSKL
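Luminescence read by CCD imager after adding enzyme (10nM final) to wells holding compound, titrated in qHTS. Substrates 10uM each D-luciferin and ATP; buffer 50mM Tris acetate pH 7.5, 10mM Mg acetate, Tween-20, BSA.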
IP6K1 inh: blocks human inositol hexakisphosphate kinase 1. Q92551. IP6K1 kinase, ADP-Glo luminescence, 2 h; active compounds read low. 0.81% of 140,000 active. activity change, % (series mostly up to about 58 µM); in the data active means activity change below about -25%
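ADP-Glo luminescence measures ADP made by human IP6K1 during a 2 h RT reaction with ATP/IP6 (mix at 1.3 mM/130 uM); top library doses 57.5 and 19.1 uM final.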
The depositor's hits bear a star; i = inactive; ? = inconclusive; nt = no result given; & = joins results of further samples; [ ] = another dose, or the depositor's remark. Unless noted, the call rests on the fitted dose curve; in most records, active means well fitted curve in the direction sought with a large enough effect; inconclusive means small, poorly fitted or top-dose-only effect, or another doubt; inactive means no such curve, though single readings can be large; an effect the other way counts as inactive or inconclusive. Unless noted, on the % scale 0 is the no-effect control and ±100 the full control effect.

| canonical_smiles | FLuc inh | HEK293 tox | SNCA expr inh | NIH3T3 tox | GPT2 inh | SNCA viab count | IP6K1 inh |
| --- | --- | --- | --- | --- | --- | --- | --- |
| COC(=O)C1=CO[C@@H](O[C@@H]2O[C@H](CO)[C@@H](O)[C@H](O)[C@H]2O)[C@H]2[C@@H]1C=C[C@]21C=C([C@H](C)OC(=O)/C=C/c2ccc(O)cc2)C(=O)O1 | nt | nt | nt | nt | i | ? | 17 |
| Cc1ccc(OCc2nc(C3CCCN3C(=O)C3CC3)no2)cc1 (stereo unspecified) | 0% | 3% | 8% | -8% | i | 17% | -4 |
| CC(C)(C)C(=O)Nc1c(C(=O)N2CCN(c3ccc(F)cc3)CC2)oc2ccccc12 | nt | nt | -19% | nt | nt | -28% | -5 |
| Cc1nc(-c2c3n(c(=O)n(CC(=O)NC4CCCCC4)c2=O)CCCC3)no1 | 4% | 6% | -11% | 2% | i | 0% | 2 |
| Cn1cccc1CN1CCn2c(nnc2-c2ccccc2)C1 | -2%[172 µM] | -30%&-21%[172 µM] | -2%&12%[87.6 µM] | ? | -1%[88.5 µM] | -4%&-1%[87.6 µM] | 7&-3 |
| Cc1ccc(NC(=O)c2ncn(-c3ccccc3)n2)cc1Cl | nt | nt | 170%[activator] | nt | nt | -9% | -17 |
| CCOc1ccc(NC(=O)NCc2c(-n3cccc3)sc3c2CCCC3)cc1 | nt | nt | 12% | nt | nt | -4% | -4 |
| Cc1cc(OCCCSc2nc(-c3ccc(C(C)(C)C)cc3)nc3cc(=O)[nH]n23)ccc1Cl | nt | nt | -13% | nt | nt | -2% | 2 |
| CCC(=O)N1CCC(C(NC(=O)c2ccccc2C)C(=O)NCC(C)C)CC1 (stereo unspecified) | 3% | -7% | 31%[activator] | -9% | i | 3% | -15 |
| COc1ccccc1N1CCN(C[C@@H]2C=C(C)[C@H](Cc3nnc(-c4cncn4C)o3)C[C@H]2C(C)C)CC1 | 0% | 13µM* | ? | 35µM* | i | ? | -11 |
| COc1ccc(C(=O)Nc2ccc(C(O)[C@H]3COCC(=O)N3C)cc2)cc1 (stereo partly specified) | -13%[172 µM] | -18%[172 µM] | 2%[87.6 µM] | -18%[138 µM] | i | -1%[87.6 µM] | 0 |
| COc1ccc(-c2nc3c(C#N)c[nH]n3c2NC2CCCCC2)c(OC)c1 | nt | nt | -15% | nt | nt | -27% | 3 |
| C=CCc1cc(C(=O)N2C[C@@H]3CCN(C)C[C@]3(C(=O)O)C2)ccc1OC | 0% | i | -24% | 2% | i | 3% | 7 |
| O=C1CCC(C(=O)N2CC(c3ncc4c(-c5ccc(F)cc5)nccn34)C2)N1 (stereo unspecified) | -20%[172 µM] | ? | -10%[87.6 µM] | -29%[138 µM] | 3%[88.5 µM] | -10%[87.6 µM] | -7 |
| CCc1nnc([C@@H]2CC(F)(F)CN2C(=O)COc2ccc(F)cc2)o1 | -9% | 4% | -18% | -2% | -11% | 3% | -3 |
| O=C(CCc1c[nH]c2ccccc12)NC1CCN(C(=O)N2CC3CC(C2)[C@H]2CCCC(=O)N2C3)CC1 (stereo partly specified) | 4% | -3% | 7% | -5% | i | 2% | 15 |
| CCN(CC)C(=O)N1CC(Oc2ccccc2-c2nc(-c3cnccn3)no2)C1 | -10% | ? | 12% | -11% | 2% | -26% | 5 |
| CCCS(=O)(=O)N1CCCC(Cc2noc(-c3cnccn3)n2)C1 (stereo unspecified) | 1% | 4% | -24% | -13% | i | -3% | 5 |
| C[C@H](N)C(=O)N1CCC(n2nccc2NC(=O)c2ccc3c(c2)OCO3)CC1 | 2% | -17% | -27% | -4% | -6% | -33% | 26 |
| O=C(c1ccc2cc[nH]c2c1)N1C[C@@H](CO)[C@H](c2nc(C3CC3)no2)C1 | -14% | 4% | 7% | -8% | 5% | 2% | -4 |
| O=C(c1ccccc1)N1CCC2(CC1)C(=O)NCN2C(=O)CCCN1CCCC1 | nt | -19% | -8% | -15% | -5% | -7% | 7 |
| COc1ccc(CN2CCC3(C2)C(=NC2CCCCC2)NC(=O)N3c2cccnc2)cc1 (stereo unspecified) | nt | i | ? | 32µM* | i | -2% | 6 |
| COc1ccc(OC)c(S(=O)(=O)N2CCN(Cc3nc4ccc(C)cc4o3)CC2)c1 | nt | nt | 21% | nt | nt | -5% | 14 |
| CCn1c(C(=O)NCCc2ccc(OC)c(OC)c2)cc2sc(Cl)cc21 | nt | nt | 39%[activator] | nt | nt | 7% | -4 |
| CCC(Oc1ccccc1F)C(=O)Nc1cc(-c2ccccc2)no1 (stereo unspecified) | nt | nt | 53%[activator] | nt | nt | -3% | 40 |
| O=C(Cn1ccn2nc(-c3ccc(F)cc3)c(CO)c2c1=O)Nc1cc(F)ccc1F | 0% | -29% | 5% | i | ? | 2% | 14 |
| O=C1CCN(S(=O)(=O)c2ccccc2)CCCC(C(=O)NCCc2cccnc2)CCN1 (stereo unspecified) | 0% | -19% | -18% | -10% | ? | 2% | 9 |
| Cc1noc(C)c1[S+](=O)([O-])N1CCC2(C1)C(=O)N(Cc1ccccc1)c1ccccc12 (stereo unspecified) | -4% | ? | -23% | ? | i | -12% | 10 |
| CCc1ccc(S(=O)(=O)N2CCC(Oc3ncccc3C(=O)N3CCOCC3)C2)cc1 (stereo unspecified) | 6% | 0% | 61%[activator] | -16% | ? | 6% | 8 |
| O=C(NCCCN1CCCC1=O)c1csc(N2CCN(c3ccc(F)cc3)CC2)n1 | 7% | ? | -16% | -24% | i | -10% | -8 |
| CCCS(=O)(=O)N1CCC2(CC1)NCCc1c2[nH]c2ccccc12 | -5% | -29% | 22% | -26% | 1% | -10%[12.5 µM] | -1 |
| Cc1cccc(NC(=O)N2CC=C(c3c[nH]c4ccccc34)CC2)c1C | nt | nt | 75%[activator] | nt | nt | 8% | 3 |
| CCC1Oc2ccc(NC(=O)COc3ccccc3)cc2CN(C(CC)c2ccccc2)C1=O (stereo unspecified) | 2% | ? | -12% | ? | i | -2% | 0 |
| CC(=O)Nc1nonc1-c1nnc(SCc2ccc(F)cc2Cl)n1C | nt | nt | 70%[activator] | nt | nt | 5% | 1 |
| Cc1ccc(C)n1-c1nnc(N2CCCC(C(=O)NCc3ccccc3)C2)s1 (stereo unspecified) | nt | nt | -7% | nt | nt | -5% | 16 |
| COc1cccc(CC(=O)N2CCCCCCN(C)C(=O)[C@H]3CCC[C@H]32)c1 | 9% | -25% | 8% | -30% | i | -8% | 8 |
| COc1cccc(CN2C[C@@H](CO)[C@H](c3ccccn3)C2)c1OC | -8% | ? | 0% | -3% | i | 4% | 15 |
| COc1ccccc1-c1ncc(CN2CCCC3(CCNCC3)CC2)cn1 | -1% | ? | 6% | ? | -3% | 9% | 5 |
| CCN(C(=O)CSc1ncc(S(=O)(=O)c2ccc(C)c(Cl)c2)c(=O)[nH]1)c1cccc(C)c1 | nt | nt | 4% | nt | nt | 9% | -2 |
| NC(=O)c1ccc(OC2CCN(C(=O)CCc3ccccc3)C2)nc1 (stereo unspecified) | 3% | ? | -7% | -8% | i | 2% | 42 |
| CS(=O)(=O)N(Cc1ccco1)CC(O)Cn1c2ccccc2c2ccccc21 (stereo unspecified) | nt | nt | ? | nt | ? | -10%&4% | 21 |
| CCOc1ccc(NC(=O)N2CCc3c(c4ccccc4n3C)C2)cc1 | -16% | ? | -8% | ? | -11% | -2% | -4 |
| COc1cc(OC)cc(C(=O)N2CCN(c3cc(C(F)(F)F)nc(C)n3)CC2)c1 | 3% | 1% | ? | -12% | -2% | 1% | 5 |
| COc1ccc(CC(=O)N2CCC(Cc3nc(-c4ccc(F)cc4)no3)CC2)cc1 | -11% | ? | -14% | ? | 4% | -1% | 4 |
| CCCNC(=O)N1CCN(Cc2c(C)noc2C)CC1 | 0% | ? | 11% | -26% | 3% | 1% | -18 |
| Cc1nc(-c2cn(C3CCCN(C(=O)c4ccc(F)c(F)c4)C3)nn2)no1 (stereo unspecified) | 0% | 4% | 1% | -15% | 2% | 1% | 0 |
| O=C(NCCCN1CCOCC1)c1ccc(-c2ccc(N3CCCCCC3)nc2)cc1 | ? | 35µM* | 52%[activator] | ? | -8% | -17% | 0 |
| CC(NC(=O)C1CN(C2CCCC2)C(=O)N1)c1ccc(F)cc1 (stereo unspecified) | nt | -22%[172 µM] | -3%[87.6 µM] | -9%[138 µM] | i | 7%[12.5 µM] | -10 |
| Fc1ccc(C(c2ccc(F)cc2)N2CCN(CC=Cc3ccccc3)CC2)cc1 | nt | nt | 14% | nt | 4.3µM* | ? | nt |
| O=C(NCC(=O)N1CCN(Cc2ccccc2)CC1)c1cccc(-c2ccc(C(F)(F)F)cc2)c1 | nt | ? | ? | ? | -3% | 5%[12.5 µM] | 9 |

A different layout for 5 compounds above:
Values in the order: FLuc inh, HEK293 tox, SNCA expr inh, NIH3T3 tox, GPT2 inh, SNCA viab count, IP6K1 inh
> COc1cc(OC)cc(C(=O)N2CCN(c3cc(C(F)(F)F)nc(C)n3)CC2)c1
 : 3%, 1%, ?, -12%, -2%, 1%, 5
> COc1ccc(CC(=O)N2CCC(Cc3nc(-c4ccc(F)cc4)no3)CC2)cc1
 : -11%, ?, -14%, ?, 4%, -1%, 4
> CCCNC(=O)N1CCN(Cc2c(C)noc2C)CC1
 : 0%, ?, 11%, -26%, 3%, 1%, -18
> Cc1nc(-c2cn(C3CCCN(C(=O)c4ccc(F)c(F)c4)C3)nn2)no1 (stereo unspecified)
 : 0%, 4%, 1%, -15%, 2%, 1%, 0
> O=C(NCCCN1CCOCC1)c1ccc(-c2ccc(N3CCCCCC3)nc2)cc1
 : ?, 35µM*, 52%[activator], ?, -8%, -17%, 0

New compounds follow.
| canonical_smiles | FLuc inh | HEK293 tox | SNCA expr inh | NIH3T3 tox | GPT2 inh | SNCA viab count | IP6K1 inh |
| --- | --- | --- | --- | --- | --- | --- | --- |
| Cc1ccc(C)n1-c1nnc(N2CCCC(C(=O)Nc3ccccc3Br)C2)s1 (stereo unspecified) | nt | nt | 16% | nt | nt | -13% | 31 |
| COc1cc(OC)c(N(C)C(=O)c2cn(C)c(=O)c3cc(OC)c(OC)cc23)cc1Cl | nt | nt | -1% | nt | nt | -6% | 15 |
| CCc1ccc(NCc2cc3cc4c(cc3n(CC(=O)Nc3ccc(C)cc3)c2=O)OCO4)cc1 | nt | nt | 0% | nt | nt | -14% | -5 |
| O=C(Cc1ccsc1)N[C@@H]1COCC[C@@H]1OCc1cscn1 | 0% | 1% | ? | -1% | i | 3% | 1 |
| CN1CCOC[C@H]1c1ncc(-c2cccc(F)c2)[nH]1 | -8%[230 µM] | 2%[230 µM] | 22%[87.6 µM] | i | 0%[88.5 µM] | 2%[87.6 µM] | 2 |

Screening results: PubChem BioAssay, National Center for Advancing Translational Sciences (NCATS)

Some of the compounds tested; the hit share may differ from the screen's.
